PglD inh – blocks C. jejuni PglD acetyltransferase activity; purified PglD enzyme, DTNB colorimetric CoA detection; inhibition, % at 12.5 µM; 0.098% of 360,000 active; AID 602405; in the data active means inhibition above about 16%, passing the limit was not always enough; further: strong numbers were not always called active
ERAP1 HTS inh – inhibitors of human ERAP1 aminopeptidase | Q9NZ08 | recombinant ERAP1, Leu-AMC fluorescence, 60 min | inhibition, % at 10.7 µM | 0.15% of 340,000 active | AID 652197;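 active means mean replicate inhibition of at least 30%, or all replicates individually reaching that 30% level; inactive means mean below 30% and not every replicate reaching it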;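 further: 0% = neutral control wells and 100% = L-leucinethiol positive control wells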
Target sequence (Q9NZ08 whole entry, looked up): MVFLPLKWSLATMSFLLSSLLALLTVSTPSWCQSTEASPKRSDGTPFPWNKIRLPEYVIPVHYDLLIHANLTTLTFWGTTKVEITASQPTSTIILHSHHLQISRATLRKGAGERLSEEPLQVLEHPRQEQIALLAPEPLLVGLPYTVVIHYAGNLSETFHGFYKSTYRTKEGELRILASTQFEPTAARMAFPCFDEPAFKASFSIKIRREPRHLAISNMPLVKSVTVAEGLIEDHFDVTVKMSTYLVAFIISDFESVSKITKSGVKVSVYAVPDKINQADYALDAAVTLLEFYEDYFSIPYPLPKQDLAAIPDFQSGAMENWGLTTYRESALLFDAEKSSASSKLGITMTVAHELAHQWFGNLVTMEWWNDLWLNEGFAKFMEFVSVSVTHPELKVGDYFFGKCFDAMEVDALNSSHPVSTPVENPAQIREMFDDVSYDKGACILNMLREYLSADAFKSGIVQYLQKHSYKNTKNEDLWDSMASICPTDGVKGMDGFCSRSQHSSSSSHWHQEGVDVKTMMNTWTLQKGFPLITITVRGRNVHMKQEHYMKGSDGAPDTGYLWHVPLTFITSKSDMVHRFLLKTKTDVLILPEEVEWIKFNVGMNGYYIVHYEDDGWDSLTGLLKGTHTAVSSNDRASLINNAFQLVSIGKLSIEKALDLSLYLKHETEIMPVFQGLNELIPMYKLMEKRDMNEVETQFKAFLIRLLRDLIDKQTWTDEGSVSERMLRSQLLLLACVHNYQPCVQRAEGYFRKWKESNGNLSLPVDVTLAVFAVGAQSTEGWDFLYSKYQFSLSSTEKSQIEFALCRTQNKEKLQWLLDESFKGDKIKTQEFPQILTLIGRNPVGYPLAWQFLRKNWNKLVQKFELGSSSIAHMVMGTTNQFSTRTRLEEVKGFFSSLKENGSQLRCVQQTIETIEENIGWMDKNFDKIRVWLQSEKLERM
PGC1a acetyl inh – PGC1a acetylation modulation, inhibitor mode | 0.17% of 350,000 active | inhibition, % at 15.6 µM | U2OS PGC1a acetylation, AlphaScreen anti-acetyl-lysine; with virally co-expressed GCN5 acetyltransferase;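 active means every replicate shows inhibition of at least 40%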;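 further: 0% = neutral control wells and 100% = positive control wells; some results beyond the cut were filed as inactive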
S100A4 inh HTS – blocks human S100A4 binding to myosin IIA peptide | P26447 | S100A4/TAMRA-MyoIIA peptide fluorescence polarization | inhibition, % at 10.7 µM | 0.14% of 360,000 active | AID 652163;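 active means mean inhibition of at least 70% across replicates, with every replicate also reaching that level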
Target sequence (P26447 whole entry, looked up): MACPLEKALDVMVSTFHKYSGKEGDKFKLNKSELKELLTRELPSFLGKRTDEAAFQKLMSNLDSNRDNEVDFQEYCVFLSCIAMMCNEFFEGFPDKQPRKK
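Material: human S100A4 monomer with TAMRA-labelled myosin IIA peptide; buffer or medium: HEPES pH 7.2 with CaCl2, KCl, NaCl, DTT, Triton; compound dosing: one concentration per compound; schedule: 5 min incubation before reading; benchmarks: neutral control DMSO, positive control TFP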
EWS-Fli inh – inhibitors of EWS/Fli oncoprotein transcriptional activity; A673 NR0B1-luciferase reporter, viability-normalised; inhibition, % at 12.6 µM; 0.67% of 350,000 active;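 active means mean inhibition of at least 50% after viability correction, with every replicate also passing that limit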;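 further: firefly luciferase signal divided by Alamar Blue viability fluorescence both relative to DMSO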
PAX8 inh HTS – PAX8 transcriptional activity inhibition; RMG-I TPO-luciferase reporter, SteadyGlo, 24 h; inhibition, % at 12.6 µM; 1.2% of 360,000 active; AID 652154;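 active means mean replicate inhibition at least 60% with every replicate also reaching 60%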;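 further: luciferase light reporting Pax8 driven TPO promoter activity; plate controls were median of neutral control wells for no effect and mitoxantrone controls for full effect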
FN deposit inh – fibronectin deposition inhibition; AH1F fibroblasts, Alexa488-fibronectin deposition fluorescence, overnight; inhibition, % at 12.6 µM; 0.086% of 350,000 active; AID 743247;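 active means mean inhibition across replicates of 30% or more, regardless of how many single replicates reach that level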;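 further: positive control wells lacked labelled fibronectin entirely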
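test system = AH1F fibroblasts assembling fluorescent fibronectin matrix | quantity = 10000 AH1F cells per well | buffer or medium = DMEM plus 2% serum, read in PBS | doses = single dose, pinned | incubation = 1 h cell attachment, overnight exposure to compound and label | detection = fluorescence at 485 nm excitation, 525 nm emission | read-out basis = inhibition from reduced deposited-fibronectin fluorescence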
LGR2 antag – blocks bursicon-induced cAMP signaling via Drosophila LGR2; HEK293 LGR2, CRE-luciferase, bursicon-stimulated, 4 h; inhibition, % at 9.99 µM; 0.35% of 380,000 active; AID 720647;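 active means drop in luminescence signal, shown as inhibition above about 50% in the replicate tests, limit read from the data, passing the limit was not always enough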;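 further: agonist challenge used bursicon conditioned medium at about half maximal strength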
Numbers without * were called inactive; / = not tested or not shown. An unsorted share of the library (roughly 2.1% active in at least one column).

The opening three entries (preview)
canonical_smiles	PglD inh	ERAP1 HTS inh	PGC1a acetyl inh	S100A4 inh HTS	EWS-Fli inh	PAX8 inh HTS	FN deposit inh	LGR2 antag
O=c1c2cccnc2n(-c2ccccc2)n1Cc1ccc(Cl)cc1	/	4	101*	3	-1	-2	0	5
COc1cccc(NC(=O)C[C@@H]2CC[C@@H]3[C@@H](COc4ccc(NC(=O)C5CCOCC5)cc4C(=O)N3C)O2)c1	-3	-1	0	5	-2	10	-8	26
c1cncc(CN2CCN(c3cc(-c4cnc5ccccc5c4)nc4ccnn34)CC2)c1	3	3	/	-10	-13	-4	5	5

This part in full, repeating the preview:
canonical_smiles	PglD inh	ERAP1 HTS inh	PGC1a acetyl inh	S100A4 inh HTS	EWS-Fli inh	PAX8 inh HTS	FN deposit inh	LGR2 antag
O=c1c2cccnc2n(-c2ccccc2)n1Cc1ccc(Cl)cc1	/	4	101*	3	-1	-2	0	5
COc1cccc(NC(=O)C[C@@H]2CC[C@@H]3[C@@H](COc4ccc(NC(=O)C5CCOCC5)cc4C(=O)N3C)O2)c1	-3	-1	0	5	-2	10	-8	26
c1cncc(CN2CCN(c3cc(-c4cnc5ccccc5c4)nc4ccnn34)CC2)c1	3	3	/	-10	-13	-4	5	5
CCCOc1ccc(N2CC(C(=O)NCCc3ccc(OC)c(OC)c3)CC2=O)cc1 (centres undefined)	/	-2	/	15	6	7	-12	4
Cn1c(=O)c2c([nH]c(OCc3ccc(Cl)cc3Cl)[n+]2Cc2ccc(F)cc2)n(C)c1=O	/	/	11	0	18	0	0	-16
C=CCSc1nnc(NC(=O)CCN2C(=O)C3CC=CCC3C2=O)s1 (centres undefined)	1	2	-2	10	-9	-32	-2	9
CCCc1nc2nc(C)c(NS(=O)(=O)c3ccc(C4CCCCC4)cc3)c(=O)n2[nH]1	4	-1	-20	-1	3	20	0	-2
C[C@H]1CCCCO[C@H](CN(C)S(=O)(=O)c2cccs2)[C@@H](C)CN([C@@H](C)CO)C(=O)c2cc(NC(=O)Nc3ccc(C(F)(F)F)cc3)ccc2O1	-4	0	-2	-9	-2	51	/	8
CCOC(=O)CCNC(=O)c1ccc2nc(C3CCCCC3)oc2c1	1	0	/	-20	-4	-18	-1	-4
Cc1nc(C(=O)NNC(=O)c2ccc(C(F)(F)F)cc2)cs1	4	-2	1	-4	-3	-6	6	-17
Cc1ccc(S(=O)(=O)Nc2ccc3c(c2)C(=O)N([C@H](C)CO)C[C@H](C)[C@H](CN(C)S(C)(=O)=O)OCCCC[C@H](C)O3)cc1	-3	2	6	-13	3	4	-5	-13
CCN1C[C@@H]2[C@@H]3C(=O)N(C)C(=O)[C@@H]3[C@](Cc3ccccc3)(C1=O)N2C(=O)c1ccc(Cl)c(Cl)c1	-1	-4	-3	-3	-2	-1	1	4
CO[C@H]1CN(C)C(=O)c2cc(NS(C)(=O)=O)ccc2OC[C@@H](C)N(Cc2nccs2)C[C@H]1C	-1	-1	-1	4	-2	10	-12	1
CNC(=O)CSc1nc2cccnc2n1-c1ccc(F)cc1	-3	-1	-12	3	7	-69	-2	-17
N#Cc1ccccc1C[C@H](N)C(=O)NC[C@H]1O[C@@H](n2cnc3c(N)ncnc32)[C@H](O)[C@@H]1O	-2	1	-9	0	3	-11	8	-8

Further structures.
canonical_smiles	PglD inh	ERAP1 HTS inh	PGC1a acetyl inh	S100A4 inh HTS	EWS-Fli inh	PAX8 inh HTS	FN deposit inh	LGR2 antag
CC(C)(C)S(=O)N1Cc2cc(CO)cc(CCO)c2[C@@H]1CCO (some centres undefined)	-1	-1	1	0	-1	-21	0	-6
CCCCCCNC(=O)O[C@H]1Cn2c(=O)n(CCCCCC)c(=O)n2[C@@H]2CN(S(=O)(=O)c3ccc(C)cc3)C[C@]12O	1	3	/	-1	-3	34	-9	20
CCOC(=O)c1cc(-c2cc(OC)c(OC)c(OC)c2)nc2c1c(=O)[nH]c(=O)n2Cc1ccccc1	/	0	1	-4	32	0	2	-1
COc1ccc(S(=O)(=O)Nc2ccc3c(c2)CC(=O)N([C@H](C)CO)C[C@@H](C)[C@@H](CN(C)Cc2ccccc2)O3)cc1	2	-1	/	-6	6	5	/	-16
O=C(COC(=O)c1ccc([N+](=O)[O-])cc1)Nc1ccc(Cl)cn1	1	-1	-2	-9	-7	1	3	6
CN(C(=O)CSc1nc2ccccc2c(=O)n1-c1ccc(F)cc1)C1CCS(=O)(=O)C1 (centres undefined)	-2	-1	3	-3	6	-8	-3	/
COc1ccc(C(CNC(=O)CCNS(=O)(=O)c2ccc(C)cc2)N2CCOCC2)cc1 (centres undefined)	1	0	/	-7	1	1	5	6
O=C(c1ccccc1)N1CC(=O)N2[C@@H](CO)[C@H](c3ccc(C4=CCCC4)cc3)[C@@H]2C1	/	/	3	4	11	-35	/	-1
CCCNC(=O)Nc1ccc2c(c1)OC[C@H](C)N(CCC)C[C@@H](C)[C@H](OC)CN(C)C2=O	-4	1	-18	-1	4	6	-6	2
O=C(Nn1cnnc1)c1ccc([N+](=O)[O-])cc1	2	2	-3	-1	1	4	11	-13
COc1ccc2[nH]c(O)c(N=NC(=O)c3ccc(NS(=O)(=O)c4cccs4)cc3)c2c1	0	1	-5	1	-17	-4	-4	-31
CCNC(=S)N/N=C/c1ccc(C#N)cc1	-3	-1	0	-5	13	1	7	15
CN1[C@@H]2CN(C(=O)C3CCOCC3)c3ccccc3[C@@H]2[C@@H]1CO	-1	0	8	-24	1	6	/	-8
O=C1NCCCC1C(=O)Nc1ccccn1 (centres undefined)	-4	/	-4	/	/	5	2	/
CCc1ccccc1NC(=O)NCc1ccccn1	-9	3	6	-8	-5	9	9	9

Further records
canonical_smiles	PglD inh	ERAP1 HTS inh	PGC1a acetyl inh	S100A4 inh HTS	EWS-Fli inh	PAX8 inh HTS	FN deposit inh	LGR2 antag
CN1C(=O)c2cc(NC(=O)c3ccc(F)c(F)c3)ccc2OC[C@@H]2O[C@H](CC(=O)N[C@H]3CCN(Cc4ccccc4)C3)CC[C@@H]21	-4	-2	/	-1	5	26	-2	14
Cc1nc2c([nH]c3ccccc32)c(=O)n1N	-1	1	4	-1	-7	20	11	-9
C[C@@H]1CN([C@H](C)CO)S(=O)(=O)c2ccc(-c3ccccc3)cc2O[C@H]1CN(C)C(=O)c1ccc2c(c1)OCO2	2	1	6	-1	11	3	/	1
Cc1ccc(C(=O)NC(=S)N2CCN(c3cc(C)ccc3C)CC2)cc1	4	0	/	0	/	21	-8	18
O=C(N/N=C/c1cccs1)C(=O)N1CCCC1	/	6	-5	0	-4	6	0	-3
COc1cc(NC(=O)c2ccc(-c3cccc(F)c3)o2)ccc1NC(=O)c1ccccc1Cl	1	0	-10	3	-4	13	-18	-10
C[C@H](CO)N1C[C@H](C)[C@H](CN(C)C(=O)Nc2cccc3ccccc23)Oc2c(NS(=O)(=O)c3ccccc3)cccc2C1=O	11	1	1	1	6	5	/	-3
CC1(C(=O)O)CCCN(C(=O)c2ccc(F)cc2Cl)C1 (centres undefined)	-2	0	3	4	7	6	/	8
N#Cc1cnn2c(=O)[nH]cnc12	3	-4	3	-10	-4	2	1	-32
O=C(Cc1c(F)cccc1Cl)NCC1CCCO1 (centres undefined)	/	8	/	-2	-2	/	/	5
Cn1cc(C[C@H](NC(=O)OC(C)(C)C)C(=O)N[C@@H](CO)Cc2ccccc2)c2ccccc21	-4	1	0	1	-1	5	-1	11
CSc1ccccc1OCc1cc(C(=O)NCCN2CCCc3ccccc32)no1	/	0	/	95*	-5	6	-2	-2
CC(=O)OCC(=O)C1(O)CCC2C3CCC4CC(O)CCC4(C)C3C(=O)CC21C (centres undefined)	3	1	6	-2	-4	/	/	3
NC(=O)CCN1CCN(S(=O)(=O)/C=C/c2ccccc2)CC1	-2	0	-2	-6	-1	6	2	5
C[C@@H]1CN([C@@H](C)CO)C(=O)c2cc(-c3ccccc3)cnc2O[C@H]1CN(C)C(=O)Nc1ccccc1	-3	-3	0	-14	-10	-1	/	1

(continued)
canonical_smiles	PglD inh	ERAP1 HTS inh	PGC1a acetyl inh	S100A4 inh HTS	EWS-Fli inh	PAX8 inh HTS	FN deposit inh	LGR2 antag
C=CCNc1nc(Cl)nc(Nc2ccc(OCC)cc2)n1	29*	3	-2	-8	-25	7	-2	-1
CCCc1c(C(=O)N2CCN(c3ccccc3OC)CC2)cnn1-c1ccccc1	/	7	4	-4	3	4	0	9
COc1ccc(CC(=O)Nc2cccc(S(=O)(=O)N3CCCCCC3)c2)cc1OC	-3	/	1	/	/	20	-4	7
CCCC#Cc1ccc([C@H]2[C@@H](C#N)N(C(=O)C3CC3)[C@H]2CO)cc1	2	5	-6	-7	5	22	5	5
Cc1ccc(CNS(=O)(=O)c2c(C(=O)N3CCCCCC3)c(C)n(C)c2C)cc1	-2	3	-8	0	0	4	-16	8
Cc1noc(C)c1S(=O)(=O)N(C)C[C@@H]1Oc2c(NC(=O)C3CC3)cccc2C(=O)N([C@H](C)CO)C[C@@H]1C	6	1	9	-6	-15	-17	/	26
Cc1cc(=O)oc2cc(OCCC[n+]3ccccc3)ccc12	-2	/	3	-3	-5	-8	-17	/
Oc1ccc(Cl)cc1CNCc1ccc(Cl)cc1	-1	-6	-1	-6	-5	-35	8	-2
CCC1CCCCN1CCCNS(=O)(=O)c1ccc2c(c1)oc(=O)n2C (centres undefined)	3	2	/	-8	-6	4	-2	-3
CO[C@@H]1CN(C)C(=O)c2ccc(NS(C)(=O)=O)cc2OC[C@@H](C)N(Cc2cncnc2)C[C@@H]1C	2	-4	-8	-2	6	/	11	2
COc1ccc(CN(C)S(=O)(=O)c2nnc(NC(=O)c3ccc(C)cc3)s2)cc1OC	-4	0	/	0	-22	-25	-6	-37
CC(=O)c1ccc(S(=O)(=O)N2CCN(C(=O)CSc3ccc(C)c(C)c3)CC2)cc1	-3	6	/	-4	6	8	-6	-8
COc1cccc(OC)c1C(=O)Nc1ccc2c(c1)CCCN2S(=O)(=O)c1ccc(C)cc1	-1	-3	-15	57	-5	21	0	12
O=C(OCC1CCNCC1)c1ccc(F)cc1	1	-3	20	2	9	25	-4	3
CC(CN1CCCCC1)OC(=O)COc1ccc(Br)cc1 (centres undefined)	-3	0	3	0	4	-3	11	-10

More structures
canonical_smiles	PglD inh	ERAP1 HTS inh	PGC1a acetyl inh	S100A4 inh HTS	EWS-Fli inh	PAX8 inh HTS	FN deposit inh	LGR2 antag
CC(=O)N1CC(C)Sc2ccc(S(=O)(=O)NC(C)c3ccccc3)cc21 (centres undefined)	-4	2	6	-4	1	5	4	-10
Cc1nc2sc(C(=O)OC(C)C)c(N)c2c(C)c1C	/	-4	/	2	-87	-17	10	-30
O=C(NC[C@H]1[C@@H](c2ccccc2)[C@H](CO)N1C(=O)Cc1ccncc1)C1CCC1	-3	/	3	-1	2	-8	-1	-24
CC(=O)c1c(C)[nH]c(-c2ccccc2)c1C	1	-3	0	-4	-2	41	-5	/
OC(CN1CCN(c2ccc(C(F)(F)F)cn2)CC1)c1ccccc1 (centres undefined)	1	6	-1	-2	/	/	/	/
Cc1nn(-c2ccccn2)c2c1C(c1ccccc1Cl)C1=C(N2)c2ccccc2C1=O (centres undefined)	/	2	/	2	/	-15	-1	-3
COc1ccc(CN(C)C[C@@H]2OCCCC[C@H](C)Oc3ccc(NS(=O)(=O)c4ccc(F)cc4)cc3C(=O)N([C@H](C)CO)C[C@@H]2C)cc1	-1	2	0	5	-4	-2	4	3
COc1ccc(-c2cc(C(=O)Nc3ccc(OC)c(OC)c3)[nH]n2)c(C)c1	-6	-4	-17	-5	-24	5	-30	-11
CCc1c(Cl)nc(N)nc1Nc1ccccc1C	11	2	-18	-3	1	28	-3	-7
COc1ccc(C(CNC(=O)c2oc3ccc(OC)cc3c2C)N2CCCC2)cc1 (centres undefined)	-2	6	/	-5	5	-8	-6	-6
